Screening data (PubChem BioAssay)
ALOX15 inhib: inhibitors of human 15-lipoxygenase (ALOX15). P16050. AID 887. 74,000 compounds, 1.4% hits. Potency, µM (titrated, usually from 57.1 µM), inactives show at the highest dose activity change, negative = inhibition, most hits filed as inhibitors. purified 15hLO-1, xylenol orange hydroperoxide absorbance; also: potency is read from the fitted curve at half-maximal effect; % is scaled to controls: 0 for no effect and ±100 for the full control effect; nearly all actives have a fitted effect of over 55% in size
Target sequence (P16050 whole entry, looked up): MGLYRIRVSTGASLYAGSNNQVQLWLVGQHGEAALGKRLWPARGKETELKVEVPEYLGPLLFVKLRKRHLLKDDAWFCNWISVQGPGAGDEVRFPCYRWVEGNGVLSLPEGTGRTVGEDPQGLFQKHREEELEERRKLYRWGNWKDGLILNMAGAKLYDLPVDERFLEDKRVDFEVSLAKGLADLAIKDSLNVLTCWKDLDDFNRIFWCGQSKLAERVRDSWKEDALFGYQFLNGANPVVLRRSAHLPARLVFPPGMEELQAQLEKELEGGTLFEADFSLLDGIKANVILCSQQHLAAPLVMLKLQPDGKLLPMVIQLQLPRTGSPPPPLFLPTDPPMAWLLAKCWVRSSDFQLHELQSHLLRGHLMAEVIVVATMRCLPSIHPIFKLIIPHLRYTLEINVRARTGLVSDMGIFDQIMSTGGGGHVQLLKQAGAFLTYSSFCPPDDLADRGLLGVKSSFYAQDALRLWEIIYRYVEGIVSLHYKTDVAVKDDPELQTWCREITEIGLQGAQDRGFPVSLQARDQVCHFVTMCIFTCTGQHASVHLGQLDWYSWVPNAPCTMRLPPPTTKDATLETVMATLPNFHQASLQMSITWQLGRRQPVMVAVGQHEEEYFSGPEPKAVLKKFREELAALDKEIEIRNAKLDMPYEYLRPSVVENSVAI
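Purified human 15hLO-1 (40 nM) in 25 mM Hepes pH 7.5, 0.01% Triton X-100, preincubated 15 min RT with compound, then 50 uM arachidonic acid for 6 min. Hydroperoxide read by ferrous/xylenol orange, 30 min; 573/405 nm absorbance ratio gave progress.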
CRE-bla Fsk: alters forskolin-stimulated CRE reporter signaling in CHO cells; 71,000 compounds, 2.5% hits; AID 662; Potency, µM (series often up to 38.2 µM), without a hit: at the top dose activity change, negative = inhibition, actives largely listed as activators; CHO CRE-bla reporter (cAMP response element driving beta-lactamase), forskolin EC10, beta-lactamase ratio; active = well fitted activation curve with a large enough effect in the signal ratio, with a control signal flat, not every such curve was filed as active; inconclusive = small, poorly fitted or top-dose-only effect, or effect the other way, or a change in a side signal; the % refers to the signal ratio; also: potency is read from the fitted curve at half-maximal effect; % of control where 0% means no effect
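Reporter-gene assay: CHO cells with beta-lactamase behind cAMP responsive elements, co-treated with compound and EC10 NKH 477 for 3 hours at 37 degrees Celsius. Activity came from the 460/530 nm CCF4 emission ratio.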
UbGFP stabilizer: inhibits proteasome, raising ubiquitin-GFP reporter fluorescence; Ubiquitin-GFP reporter cells, proteasome inhibition, GFP fluorescence; response scale: untreated = 0%, 10 µM MG-132 = 100%; Potency, µM (highest dose often 45.9 µM), for inactives: at the top dose activation (GFP accumulation), actives largely listed as activators; 67,000 tested, under 10 active; AID 526; active = well fitted activation curve with a large enough effect, not every such curve was filed as active; inconclusive = small, poorly fitted or top-dose-only effect, or another doubt; inactive = no such curve, though single readings can be large or run the other way; also: potency is read from the fitted curve at half-maximal effect
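Proteasome blockade was scored as a rise in GFP-expressing U2OS cells carrying a ubiquitin(G76V)-GFP construct, imaged after 4 hr compound treatment at 37 °C across a 46 uM–2.9 nM series.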
HADH2 inhib: blocks human hydroxyacyl-CoA dehydrogenase type II | Potency, µM (series often up to 57.1 µM), without a hit: at the top dose activity change, negative = inhibition, hits mostly inhibitors | 73,000 compounds, 3.4% hits | Q99714 | recombinant HADH2, NADH fluorescence, beta-hydroxybutyryl-CoA; also: potency is read from the fitted curve at half-maximal effect; % is scaled to controls: 0 for no effect and ±100 for the full control effect; nearly all actives have a fitted effect of over 60% in size; many of its hits are not listed in these tables
Target sequence (Q99714 whole entry, looked up, one chain of several): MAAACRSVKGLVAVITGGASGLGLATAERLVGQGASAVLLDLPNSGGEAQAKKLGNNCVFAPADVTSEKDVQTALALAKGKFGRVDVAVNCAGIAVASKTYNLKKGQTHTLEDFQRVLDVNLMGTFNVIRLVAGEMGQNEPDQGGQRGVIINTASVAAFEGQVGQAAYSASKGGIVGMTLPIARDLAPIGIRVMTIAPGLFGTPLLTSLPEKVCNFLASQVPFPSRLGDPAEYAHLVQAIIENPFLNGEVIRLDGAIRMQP
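Read-out: 360 nm excitation, 450 nm emission, kinetic over 4 min. Conditions: His-tagged human HADH2 20 nM, pH 9.0 Tris with Tween-20, 1 mM NAD+, 90 uM beta-hydroxybutyryl-CoA.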
Pol III holo inh: DNA polymerase III holoenzyme inhibition | 71,000 compounds, 0.25% hits | AID 603 | reconstituted DNA polymerase III holoenzyme replication, biochemical | Potency, µM (series often up to 57.1 µM), without a hit: top-dose activity change, negative = inhibition; also: potency is read from the fitted curve at half-maximal effect; % is scaled to controls: 0 for no effect and ±100 for the full control effect
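Reconstituted *E. coli* holoenzyme (0.35 nM Pol III, 1 nM beta, 154 nM SSB, 2 nM primase) was preincubated with compound for 15 min at RT. Synthesis on 1.4 nM ssM13Gori ran 35 min, then was stopped with PicoGreen/EDTA and read as dsDNA fluorescence.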
Luciferase inh: inhibitors of firefly luciferase; purified firefly luciferase, luminescence, 8 min; 72,000 compounds, 2.2% hits; AID 411; P08659; Potency, µM (series often up to 57.1 µM), for the others: at the highest dose activity change, negative = inhibition, usual class: inhibitors; also: potency is read from the fitted curve at half-maximal effect; % is scaled to controls: 0 for no effect and ±100 for the full control effect; nearly all actives have a fitted effect of over 40% in size
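Inhibition of light generation by firefly luciferase from ATP and luciferin was profiled with concentration-response curves per sample, ATP held at 10 uM within the enzyme's linear range. Plates were read by luminescence after an 8-minute ambient incubation.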
Hsp90 Hop PPI: changes Hsp90-Hop TPR2A binding signal, up or down. AID 595. Potency, µM (doses to about 57 µM), inactives show at the top dose activity change, negative = inhibition. AlphaScreen TPR2A-His6 binding biotin-Hsp90 C-terminal peptide. 71,000 compounds, 0.44% hits; active = well fitted curve in either direction with a large enough effect; inconclusive = small, poorly fitted or top-dose-only effect, or another doubt; also: potency is read from the fitted curve at half-maximal effect; % is scaled to controls: 0 for no effect and ±100 for the full control effect; many of its hits are not listed in these tables
Tau filament bind: binders of human tau filaments; recombinant tau filaments, thioflavin S fluorescence, 15 h; filaments grown with octadecylsulfate alongside compound; Potency, µM (top dose mostly 57.1 µM), without a hit: at the top dose activity change, negative = inhibition; 71,000 compounds, 2% hits;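 also: potency is read from the fitted curve at half-maximal effect; % is scaled to controls: 0 for no effect and ±100 for the full control effect; actives lower thioflavin S fluorescence by blocking filaments or displacing dye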
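Read-out: ThS fluorescence, 450 nm excitation/510 nm emission; lower signal marks blocked filament formation or displaced dye. Tau at 1 uM with 30 uM ODS, 10 uM ThS, 5 mM DTT, 100 mM NaCl, 10 mM HEPES pH 7.4; 15 h, 37 C.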
ERK AVP inh: inhibitors of vasopressin-stimulated ERK signaling pathway; HEK293-V1b, vasopressin-stimulated pERK AlphaScreen; Potency, µM (titrated, usually from 57.5 µM), for the others: at the top dose activity, negative = inhibition, hits mostly inhibitors; 72,000 compounds, 0.99% hits; also: potency is read from the fitted curve at half-maximal effect; % is scaled to controls: 0 for no effect and ±100 for the full control effect; nearly all actives have a fitted effect of over 55% in size
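qHTS, compounds titrated on V1b-expressing HEK293 cells. Preincubation 30 min at 37C, vasopressin 25 nM for 5 min, lysis 10 min, bead incubation 5 hr at room temperature.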
HBB splice mod: hemoglobin beta splicing modulation; HBB splicing reporter cell assay, activation; EGFP reporter with mutant IVS2-654 intron; response scale: normalised to 500 nM splice-correcting PNA; 65,000 compounds, 0.06% hits; Potency, µM (highest dose often 46.1 µM), without a hit: at the top dose activation, usual class: activators; also: potency is read from the fitted curve at half-maximal effect; 0% is about no effect
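Compounds were applied for 2 days to HeLa EGFP-654 cells, 500/well in Optimem with 2% FCS. The reporter's EGFP is disrupted by mis-splicing of beta-globin intron IVS2-654. Readout: summed well GFP fluorescence from 488 nm laser scanning; reference was 500 nM antisense […] 654 PNA.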
Epigenetic mod: epigenetic GFP locus derepression in mouse cells. mouse C127i GFP locus derepression, cytometry, 30 h. Potency, µM (highest dose often 46.1 µM), inactives show top-dose GFP derepression (activation). 68,000 compounds, 0.09% hits; also: % of control where 0% means no effect
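Derepression screen: silenced CMV-GFP reporter in murine C127i cells, 30 h compound incubation at 37 C, washed cells imaged by laser-scanning cytometer to enumerate GFP-expressing objects of 20 to 120 um.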
The depositor's hits bear a star; [ ] = remark or other dose. Unless noted, calls follow the shape of the dose curve; as a rule, active = well fitted curve in the direction sought with a large enough effect; inconclusive = small, poorly fitted or top-dose-only effect, or another doubt; inactive = no such curve, though single readings can be large; an effect the other way counts as inactive or inconclusive. An excerpt; rates above refer to the full screens.

For CC[C@@]1([N+](=O)[O-])C[C@H]2C=C[C@@H]1C2 the results were ALOX15 inhib -4%[11.4 µM], CRE-bla Fsk 4%[7.6 µM], UbGFP stabilizer -3%[9.17 µM], HADH2 inhib 9%[11.4 µM], Pol III holo inh -15%[11.4 µM], Luciferase inh -1%[11.4 µM], Hsp90 Hop PPI -3%[11 µM], Tau filament bind -6%[11.4 µM], ERK AVP inh -2%[11.5 µM], HBB splice mod 0.7%[9.22 µM] and Epigenetic mod 16%[9.22 µM].
O=C(NC1CCCC1)c1cccnc1N1CCCCCC1 was read as ALOX15 inhib 5%, CRE-bla Fsk 1%, UbGFP stabilizer -1%, HADH2 inhib -7%, Pol III holo inh -9%, Luciferase inh 2%, Hsp90 Hop PPI -1%, Tau filament bind 4%, ERK AVP inh 16% and Epigenetic mod 0%.
Screening CCOC(=O)c1oc2ccccc2c1CSc1nnc(-c2ccco2)o1 returned ALOX15 inhib -7%, CRE-bla Fsk inconclusive, UbGFP stabilizer -3%, HADH2 inhib 1%, Pol III holo inh -1%, Luciferase inh 2%, Hsp90 Hop PPI 1%, Tau filament bind 5%, ERK AVP inh 10%, HBB splice mod -1.2%[57.5 µM] and Epigenetic mod -2%.
Screening O=C(CC(NS(=O)(=O)c1ccc(Cl)cc1)c1ccco1)NCc1cccnc1 (centres undefined) returned ALOX15 inhib -2%, CRE-bla Fsk -14%, UbGFP stabilizer 9%, HADH2 inhib 4%, Pol III holo inh -2%, Luciferase inh 0%, Hsp90 Hop PPI 0%, Tau filament bind 8%, ERK AVP inh 29%, HBB splice mod 4.6% and Epigenetic mod 0%.
Screening Cn1c(=O)cc(OCC(=O)N2CCCc3ccccc32)c2ccccc21 returned ALOX15 inhib -8%, CRE-bla Fsk 11%, UbGFP stabilizer 10%, HADH2 inhib -12%, Pol III holo inh -4%, Luciferase inh -1%, Hsp90 Hop PPI -8%, Tau filament bind 14%, ERK AVP inh -5%, HBB splice mod -4.5% and Epigenetic mod 0%.
O=C(c1ccc2c(c1)C(=O)N(c1ccc(Cl)cc1)C2=O)N1CCN(c2ccccn2)CC1 was read as ALOX15 inhib 2%, CRE-bla Fsk -1%, UbGFP stabilizer 0%, HADH2 inhib -9%, Pol III holo inh -1%, Luciferase inh -2%, Hsp90 Hop PPI 0%, Tau filament bind -10%, ERK AVP inh 14%, HBB splice mod -0.2%[57.5 µM] and Epigenetic mod 3%.
O=C(CN1C(=O)CCC1=O)Nc1nc(-c2nc3ccccc3s2)cs1 was read as ALOX15 inhib 7%, CRE-bla Fsk 9%, UbGFP stabilizer -4%, HADH2 inhib 32µM*, Pol III holo inh -14%, Luciferase inh 13µM*, Hsp90 Hop PPI -2%, Tau filament bind 5% and HBB splice mod -0.6%.
Screening CC(C)=C1SC(N2CCN(Cc3ccccc3)CC2)=NC1=O returned ALOX15 inhib 1%, CRE-bla Fsk -2%, UbGFP stabilizer 19%, HADH2 inhib -12%, Pol III holo inh 0%, Luciferase inh -1%, Hsp90 Hop PPI -2%, Tau filament bind 12%, ERK AVP inh -9%, HBB splice mod -3.5% and Epigenetic mod -2%.
Screening Cc1ccc(-n2nc3ccc(N)cc3n2)cc1 returned ALOX15 inhib -19%, CRE-bla Fsk inconclusive, UbGFP stabilizer -6%, HADH2 inhib 34%[activator], Pol III holo inh -3%, Luciferase inh 2µM*, Hsp90 Hop PPI -3%, Tau filament bind 13µM*, ERK AVP inh 1%, HBB splice mod -1.0% and Epigenetic mod 0%.
Screening CCC(=O)OCC(=O)c1c(N)n(Cc2ccccc2)c(=O)n(C)c1=O returned ALOX15 inhib 6%, CRE-bla Fsk -5%, UbGFP stabilizer 4%, HADH2 inhib 16%, Pol III holo inh -3%, Luciferase inh 4%, Hsp90 Hop PPI -1%, Tau filament bind 13%, ERK AVP inh -18%, HBB splice mod 0.4%[57.5 µM] and Epigenetic mod -3%.
Clc1ccc2c(N3CCCC3)ccnc2c1 was read as ALOX15 inhib 20µM*, CRE-bla Fsk inconclusive, UbGFP stabilizer 5%, HADH2 inhib inconclusive, Pol III holo inh -3%, Luciferase inh -6%, Hsp90 Hop PPI -12%, Tau filament bind 20µM*, ERK AVP inh -24%, HBB splice mod 0.2% and Epigenetic mod 5%.
Screening Cc1ccc(CCn2c3c(c4ccccc42)CN(C)CC3)cn1 returned ALOX15 inhib -7%, CRE-bla Fsk -5%, UbGFP stabilizer 2%, HADH2 inhib 7%, Pol III holo inh -10%, Luciferase inh -2%, Hsp90 Hop PPI -6%, Tau filament bind 40%, ERK AVP inh -5%, HBB splice mod 0.7%[9.22 µM] and Epigenetic mod 0%.
For COc1ccc(-c2cc(=O)oc3c(C)c(O)c(CN(C)C)cc23)cc1 the results were ALOX15 inhib -8%, CRE-bla Fsk -16%, UbGFP stabilizer 1%, HADH2 inhib -2%, Pol III holo inh -4%, Luciferase inh 0%, Hsp90 Hop PPI 1%, Tau filament bind 183%, ERK AVP inh inconclusive, HBB splice mod -1.8% and Epigenetic mod 0%.
Screening CC(=O)Nc1ccc(NC(=O)CSc2nnc(C3CC3)n2C)cc1 returned ALOX15 inhib -21%, CRE-bla Fsk 6%, UbGFP stabilizer -4%, HADH2 inhib 16%, Pol III holo inh 2%, Luciferase inh -5%, Hsp90 Hop PPI -2%, Tau filament bind -3%, ERK AVP inh 2%, HBB splice mod -0.7% and Epigenetic mod -2%.
`COc1cc(OC)cc(C(=O)NC2CCN(Cc3nnnn3Cc3cccs3)CC2)c1` gave ALOX15 inhib 8%, CRE-bla Fsk -2%, UbGFP stabilizer 5%, HADH2 inhib -2%, Pol III holo inh 1%, Luciferase inh 4%, Hsp90 Hop PPI -3%, Tau filament bind -2%, ERK AVP inh -21% and Epigenetic mod 0%.
For Cn1c(SCC(=O)O)nnc1C1CCCCC1 the results were ALOX15 inhib 3%, CRE-bla Fsk 1%, UbGFP stabilizer 1%, HADH2 inhib 12%, Pol III holo inh 2%, Luciferase inh 5%, Hsp90 Hop PPI 0%, Tau filament bind 3%, ERK AVP inh 5% and Epigenetic mod 0%.
`CCCS(=O)(=O)N1CCCC(C(=O)N2CCN(c3ccccc3)CC2)C1` (centres undefined) gave ALOX15 inhib 0%, CRE-bla Fsk -5%, UbGFP stabilizer 2%, HADH2 inhib 2%, Pol III holo inh 10%, Luciferase inh 3%, Hsp90 Hop PPI -1%, Tau filament bind 1%, ERK AVP inh 6%, HBB splice mod -0.6% and Epigenetic mod 2%.
For CCc1nc(SCC(=O)Nc2ccccc2C(=O)OC)n[nH]1 the results were ALOX15 inhib 0%, CRE-bla Fsk inconclusive, UbGFP stabilizer 0%, HADH2 inhib -11%, Pol III holo inh 2%, Luciferase inh 0%, Hsp90 Hop PPI 0%, Tau filament bind -1%, ERK AVP inh -8%, HBB splice mod -0.6% and Epigenetic mod -3%.
Screening Cc1cc(NS(=O)(=O)Cc2ccccc2)cc(C)c1OCC(=O)N1CCOCC1 returned ALOX15 inhib 9%, CRE-bla Fsk -10%, UbGFP stabilizer -1%, HADH2 inhib 2%, Pol III holo inh -3%, Luciferase inh 0%, Hsp90 Hop PPI -3%, Tau filament bind -4%, ERK AVP inh 7%, HBB splice mod -1.0% and Epigenetic mod -3%.
Screening O=C(Cl)c1cccc([N+](=O)[O-])c1 returned ALOX15 inhib -11%, CRE-bla Fsk -8%, HADH2 inhib -10%, Pol III holo inh 4%, Hsp90 Hop PPI -4%, Tau filament bind -12%, ERK AVP inh -27% and HBB splice mod -0.1%.
O=C(c1cccs1)N1CCN(C2CCCCC2)CC1 was read as ALOX15 inhib -5%, CRE-bla Fsk 4%, UbGFP stabilizer 0%, HADH2 inhib -15%, Pol III holo inh -4%, Luciferase inh 1%, Hsp90 Hop PPI -2%, Tau filament bind 0%, ERK AVP inh -10% and Epigenetic mod -1%.
For COc1ccc(N2CCN(CC(=O)Nc3nnc(-c4ccccc4)s3)CC2)cc1 the results were ALOX15 inhib 2%, CRE-bla Fsk -15%, UbGFP stabilizer 2%, HADH2 inhib -4%, Pol III holo inh -1%, Luciferase inh 1%, Hsp90 Hop PPI -7%, Tau filament bind -12%, ERK AVP inh 8%, HBB splice mod -0.1%[57.5 µM] and Epigenetic mod 0%.
